Source: PubChem
PostGolgi ctrl: inhibits growth of the yeast control strain | efflux-deficient yeast background strain, growth absorbance A615, 16 h | inhibition, % at 10 µM | 98,000 tested, 5% active; in the data active = inhibition above about 30%
sEH inhibitor: blocks human soluble epoxide hydrolase activity | recombinant human sEH enzymatic activity assay | AID 707 | inhibition, % at 2 µM | 91,000 tested, 0.34% active | P34913; in the data active = inhibition above about 80%; note: values of inactives mirror those of a sister screen read the other way; many of its hits are not listed in these tables
LYP act: activators of human LYP (PTPN22) phosphatase; Q9Y2R2; recombinant LYP, DiFMUP fluorescence; 0 = plate median, 100 = signal doubled; activation, % at 2 µM; 96,000 tested, 0.11% active; AID 697;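 active = activation at 2 µM above a set limit, the mean plus 5 SD, cut at about 37% in these data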
Target sequence (Q9Y2R2 whole entry, looked up): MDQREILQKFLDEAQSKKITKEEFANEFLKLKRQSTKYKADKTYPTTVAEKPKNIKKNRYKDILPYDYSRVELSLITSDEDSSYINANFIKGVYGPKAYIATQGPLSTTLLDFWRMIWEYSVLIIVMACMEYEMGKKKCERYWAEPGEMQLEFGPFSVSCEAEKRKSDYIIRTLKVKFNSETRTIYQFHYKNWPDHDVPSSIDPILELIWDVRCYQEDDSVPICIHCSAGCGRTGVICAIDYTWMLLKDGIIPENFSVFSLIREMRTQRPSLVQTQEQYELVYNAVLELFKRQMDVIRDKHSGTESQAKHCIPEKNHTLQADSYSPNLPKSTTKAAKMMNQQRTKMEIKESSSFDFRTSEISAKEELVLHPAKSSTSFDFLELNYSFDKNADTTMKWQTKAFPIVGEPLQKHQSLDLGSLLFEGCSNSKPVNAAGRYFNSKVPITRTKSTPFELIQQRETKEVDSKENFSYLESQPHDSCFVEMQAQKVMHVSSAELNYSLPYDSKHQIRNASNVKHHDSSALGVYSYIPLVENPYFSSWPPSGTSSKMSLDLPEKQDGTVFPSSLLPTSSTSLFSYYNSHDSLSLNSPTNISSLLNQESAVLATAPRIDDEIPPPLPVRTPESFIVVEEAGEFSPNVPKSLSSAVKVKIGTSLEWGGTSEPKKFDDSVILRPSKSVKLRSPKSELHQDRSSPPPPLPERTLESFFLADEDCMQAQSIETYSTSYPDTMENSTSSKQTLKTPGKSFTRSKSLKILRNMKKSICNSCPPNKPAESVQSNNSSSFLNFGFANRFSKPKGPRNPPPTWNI
S1P2 antag: antagonists of human S1P2 receptor | O95136 | 97,000 tested, 0.21% active | inhibition, % at 5 µM | cell-based S1P2 antagonist assay, inhibition at 5 uM; in the data active = inhibition above about 45%;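 note: CRE beta-lactamase reporter cells expressing human S1P2 stimulated with S1P; 0% = agonist at EC80 alone and 100% = agonist plus reference antagonist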
HUVEC inhibit: inhibitors of human endothelial cell proliferation; HUVEC proliferation, CellTiter-Glo luminescence, 72 h; hits give low values; viability, % at 10 µM (by protocol); 86,000 tested, 1.1% active;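 active = viability at or below 30%; inactive = viability above 30%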;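 note: 100% = median luminescence of DMSO-only cell control wells on each plate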
S1P2 ag: agonists of human S1P2 receptor; O95136; S1P2-expressing cell line, agonist reporter read-out; activation, % at 4.5 µM; 97,000 tested, 0.46% active; in the data active = activation above about 16%;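 note: 0% = vehicle low control and 100% = maximal reference agonist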
sEH activator: soluble epoxide hydrolase (human) activation. 91,000 tested, 0.04% active. AID 717. purified human sEH enzymatic activity, activator screen. activation, % at 2 µM. P34913; in the data active = activation above about 37%; note: values of inactives mirror those of a sister screen read the other way
H69AR inhibit: growth inhibitors of human H69AR lung tumor cells; H69AR lung tumor viability, ATP luminescence, 72 h; hits give low values; 85,000 tested, 6% active; viability, % at 10 µM;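 active = viability at or below 40%; inactive = viability above 40%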;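 note: multidrug resistant small cell line overexpressing MRP-1 efflux transporter; 100% = mean luminescence of untreated control wells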
Lung fibro prol: blocks proliferation of human lung fibroblasts | LL 47 human lung fibroblast viability, ATP luminescence; hits give low values | AID 719 | 85,000 tested, 1.1% active | viability, % at 10 µM;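 active = viability at or below 50% in the single dose screen; inactive = viability above 50%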;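 note: compound exposure lasted 72 h before the ATP readout; 100% = median luminescence of untreated cell-only wells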
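test system = LL 47 human lung fibroblasts | amount = 1,150 fibroblasts seeded per well | medium = 15% FBS in IMEM | times = overnight cell rest, 72 h compound treatment at 37 °C | measured by = CellTiter-Glo luminescence measuring cellular ATP | read-out = viability percentage against median untreated-cell control | benchmarks = cell-only wells, no compound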
Numbers without * were called inactive.

For CC(Sc1nnc(N)s1)c1ccccc1Cl (configuration not stated) the results were PostGolgi ctrl 3, sEH inhibitor 5, LYP act 2, S1P2 antag 7, HUVEC inhibit 105, S1P2 ag -5, sEH activator -6, H69AR inhibit 90 and Lung fibro prol 106.
Screening Cc1ccc(NC(=O)CS(=O)(=O)c2c[nH]c3ccccc23)c(C)c1 returned PostGolgi ctrl 14, LYP act -5, S1P2 antag 19, HUVEC inhibit 100, S1P2 ag -4, H69AR inhibit 84 and Lung fibro prol 95.
`CCOc1ccc(Oc2nc(Nc3ccc(C)cc3)nc(N(C)C)n2)nn1` gave PostGolgi ctrl 3, sEH inhibitor 3, LYP act -9, S1P2 antag 4, HUVEC inhibit 101, S1P2 ag -5, sEH activator 0, H69AR inhibit 85 and Lung fibro prol 89.
Screening O=C(NCSc1ccnc(SCNC(=O)c2ccccc2)n1)c1ccccc1 returned sEH inhibitor 3, LYP act 1, S1P2 antag 8, HUVEC inhibit 91, S1P2 ag -4, sEH activator -2, H69AR inhibit 99 and Lung fibro prol 99.
`COc1ccc(/C(O)=C2/C(=O)C(=O)N(CCN(C)C)C2c2ccc(F)cc2)cc1Cl` (configuration not stated) gave PostGolgi ctrl -2, sEH inhibitor 4, LYP act -2, S1P2 antag 10, HUVEC inhibit 99, S1P2 ag -5, sEH activator -3, H69AR inhibit 92 and Lung fibro prol 97.
`Cn1c(NC(=O)c2cccc(Cn3cc(Cl)cn3)c2)nc2ccccc21` gave PostGolgi ctrl 5, sEH inhibitor -3, LYP act -11, S1P2 antag -14, HUVEC inhibit 72, S1P2 ag -5, sEH activator 7, H69AR inhibit 37* and Lung fibro prol 50*.
CC(C(=O)Nc1ccccc1-c1ccccc1)N1CCCCC1 (configuration not stated) was read as PostGolgi ctrl 3, sEH inhibitor 4, LYP act -8, S1P2 antag 4, HUVEC inhibit 113, S1P2 ag -10, sEH activator -1, H69AR inhibit 2.6* and Lung fibro prol 96.
O=C1CC(c2cc3c(cc2Br)OCO3)C2=C(CCCC2=O)N1 (configuration not stated) was read as PostGolgi ctrl 7, sEH inhibitor 16, LYP act -8, S1P2 antag 7, HUVEC inhibit 94, S1P2 ag -2, sEH activator -18, H69AR inhibit 97 and Lung fibro prol 102.
CC(C)=CC(=O)Nc1nnc(-c2ccc(F)cc2)s1 was read as PostGolgi ctrl 0, sEH inhibitor 1, LYP act -3, S1P2 antag 8, S1P2 ag -9 and sEH activator -1.
CCNC(=O)CN(C1CCCCC1)S(=O)(=O)c1ccc(F)cc1 was read as PostGolgi ctrl -6, LYP act 0, S1P2 antag 12, HUVEC inhibit 106, S1P2 ag -3, H69AR inhibit 90 and Lung fibro prol 93.
`CCOC(=O)C1=C(CN2CCSCC2)NC(=O)NC1c1cc(C)ccc1C` (configuration not stated) gave PostGolgi ctrl 30, sEH inhibitor -2, LYP act 15, S1P2 antag -21, HUVEC inhibit 92, S1P2 ag -2, sEH activator 0, H69AR inhibit 65 and Lung fibro prol 103.
For Cc1cc2occ(CC(=O)O)c2cc1C the results were PostGolgi ctrl -8, HUVEC inhibit 82, H69AR inhibit 84 and Lung fibro prol 109.
CCSC1=NC(C)(C)C=C(/C=C/c2ccc(Cl)cc2Cl)N1 was read as PostGolgi ctrl 1, sEH inhibitor 13, LYP act 6, S1P2 antag 7, HUVEC inhibit 40, S1P2 ag -4, sEH activator -13, H69AR inhibit 81 and Lung fibro prol 69.
`CCOc1cc(CNc2ccc3cn[nH]c3c2)ccc1OC` gave PostGolgi ctrl 0, sEH inhibitor -1, LYP act 16, S1P2 antag -31, HUVEC inhibit 82, S1P2 ag 0, sEH activator -1, H69AR inhibit 78 and Lung fibro prol 94.
For C=CCNC(=O)c1onc(CSc2ccc(OC)cc2)c1C(=O)O the results were PostGolgi ctrl 0, sEH inhibitor 2, LYP act -13, S1P2 antag -7, S1P2 ag -9 and sEH activator 4.
`CC(=O)Nc1c(C)ccc2nsnc12` gave PostGolgi ctrl 5, sEH inhibitor -11, LYP act -2, S1P2 antag -23, S1P2 ag -1 and sEH activator 8.
Screening COC(=O)Cn1nc(-c2ccccc2)c2ccccc2c1=O returned PostGolgi ctrl 9, HUVEC inhibit 106, H69AR inhibit 95 and Lung fibro prol 108.
`Cc1cc(/C=C2\SC(N)=NC2=O)c(C)n1-c1ccccc1` gave PostGolgi ctrl 4, sEH inhibitor -5, LYP act -10, S1P2 antag -17, HUVEC inhibit 112, S1P2 ag 2, sEH activator 6, H69AR inhibit 81 and Lung fibro prol 98.
Screening CNc1oc(-c2ccco2)nc1C#N returned PostGolgi ctrl -1, sEH inhibitor 3, LYP act 18, S1P2 antag 7, HUVEC inhibit 94, S1P2 ag -4, sEH activator 0, H69AR inhibit 94 and Lung fibro prol 108.
`CC(=O)c1c(C)c[nH]c1C` gave PostGolgi ctrl -2, sEH inhibitor 0, LYP act -8, S1P2 antag 18, HUVEC inhibit 94, S1P2 ag -1, sEH activator 0, H69AR inhibit 94 and Lung fibro prol 105.
Cc1nc(NC(CC(C)C)C(=O)O)c2nc(C)oc2n1 (configuration not stated) was read as PostGolgi ctrl 1, sEH inhibitor 8, LYP act -5, S1P2 antag 1, HUVEC inhibit 105, S1P2 ag 0, sEH activator -4, H69AR inhibit 96 and Lung fibro prol 100.
O=C(O)c1ccc(COc2ccccc2Cl)cc1 was read as PostGolgi ctrl 3, sEH inhibitor -6, LYP act 1, S1P2 antag 22, HUVEC inhibit 101, S1P2 ag -9, sEH activator 7, H69AR inhibit 107 and Lung fibro prol 109.
`CC(=O)[C@@H]1[C@@H]2C(=O)N(C3CCCCC3)C(=O)[C@@H]2C2c3ccccc3C=CN21` (some centres not stated) gave PostGolgi ctrl 12, sEH inhibitor -8, LYP act 2, S1P2 antag 10, HUVEC inhibit 92, S1P2 ag -5, sEH activator 7, H69AR inhibit 95 and Lung fibro prol 102.
For CC1(C)CC(=O)C=C(Nc2ccccc2NC(=O)c2cnccn2)C1 the results were PostGolgi ctrl -7, sEH inhibitor 4, LYP act 4, S1P2 antag 17, HUVEC inhibit 100, S1P2 ag 2, sEH activator -2, H69AR inhibit 97 and Lung fibro prol 95.
`CN1CCN(CCCNC(=O)Cn2nc(-c3ccccc3)ccc2=O)CC1` gave PostGolgi ctrl -1, HUVEC inhibit 101, H69AR inhibit 96 and Lung fibro prol 102.
For COCC(C)NC(=O)NC(=O)c1ccc(Cl)cc1 (configuration not stated) the results were PostGolgi ctrl 9, sEH inhibitor 3, LYP act 12, S1P2 antag 12, HUVEC inhibit 104, S1P2 ag -3, sEH activator -3, H69AR inhibit 95 and Lung fibro prol 94.
For C=C(C)Cn1c(SCC#N)nc2ccccc2c1=O the results were PostGolgi ctrl 4, sEH inhibitor 0, LYP act 4, S1P2 antag -19, HUVEC inhibit 97, S1P2 ag 0, sEH activator 2, H69AR inhibit 93 and Lung fibro prol 93.
For COC(=O)c1ccc(CSc2nnc(CNC(=O)c3cccs3)o2)o1 the results were PostGolgi ctrl -1, sEH inhibitor -6, LYP act 1, S1P2 antag -11, HUVEC inhibit 98, S1P2 ag -3, sEH activator 8, H69AR inhibit 100 and Lung fibro prol 99.
`CCOC(=O)c1cnn(-c2ccccn2)c1N` gave PostGolgi ctrl 18, sEH inhibitor 6, LYP act -10, S1P2 antag 6, HUVEC inhibit 96, S1P2 ag -6, sEH activator -7, H69AR inhibit 117 and Lung fibro prol 103.
Cc1sc2c(c1C)c(=O)n(-c1ccc(F)cc1)c(=O)n2CC(=O)NCc1ccco1 was read as PostGolgi ctrl 9, sEH inhibitor -2, LYP act 6, S1P2 antag 5, S1P2 ag -2 and sEH activator 2.
For N#CC1=C(N)N(c2ccccc2)C(c2ccccc2)C1(C#N)C#N (configuration not stated) the results were PostGolgi ctrl 20, sEH inhibitor 2, LYP act 8, S1P2 antag -17, HUVEC inhibit 94, S1P2 ag 0, sEH activator 1, H69AR inhibit 71 and Lung fibro prol 82.
`CSc1nc(N)nc(SCC(=O)c2ccc(C)cc2)c1C#N` gave PostGolgi ctrl 5, sEH inhibitor 13, LYP act 12, S1P2 antag 8, HUVEC inhibit 73, S1P2 ag -2, sEH activator -13, H69AR inhibit 57 and Lung fibro prol 73.
For CC(Oc1cccc2c1OC(C)(C)C2)C(=O)O (configuration not stated) the results were sEH inhibitor -6, LYP act -4, S1P2 antag 1, HUVEC inhibit 94, S1P2 ag -8, sEH activator 6, H69AR inhibit 104 and Lung fibro prol 96.
CCn1nc(C(=O)NCCc2ccc(S(N)(=O)=O)cc2)c2ccccc2c1=O was read as PostGolgi ctrl 8, HUVEC inhibit 110, H69AR inhibit 95 and Lung fibro prol 95.
Screening COC(=O)c1cc(N2C(=O)C3C(C2=O)C2(C)C=CC3(C)O2)ccc1Cl (configuration not stated) returned PostGolgi ctrl 0, LYP act 4, S1P2 antag 1, HUVEC inhibit 61, S1P2 ag -3, H69AR inhibit 0.7* and Lung fibro prol 58.
C/C(=N\NC(=O)C1COc2ccccc2O1)c1cccs1 (configuration not stated) was read as PostGolgi ctrl 3, sEH inhibitor -10, LYP act 9, S1P2 antag 3, HUVEC inhibit 103, S1P2 ag -2, sEH activator 13, H69AR inhibit 88 and Lung fibro prol 102.
O=C(C1CCN(S(=O)(=O)N2CCOCC2)CC1)N1CCN(c2ccccc2)CC1 was read as PostGolgi ctrl -2, sEH inhibitor -27, LYP act 2, S1P2 antag 5, HUVEC inhibit 105, S1P2 ag -2, sEH activator 25, H69AR inhibit 99 and Lung fibro prol 99.
`O=C(COC(=O)c1ccc2c(c1)OCO2)NCc1ccc2c(c1)OCO2` gave PostGolgi ctrl 5, sEH inhibitor -5, LYP act -13, S1P2 antag -13, S1P2 ag -3 and sEH activator 3.

Ordered by number of heavy atoms (highest first): some entries from above.
Cc1sc2c(c1C)c(=O)n(-c1ccc(F)cc1)c(=O)n2CC(=O)NCc1ccco1 was read as PostGolgi ctrl 9, sEH inhibitor -2, LYP act 6, S1P2 antag 5, S1P2 ag -2 and sEH activator 2.
O=C(C1CCN(S(=O)(=O)N2CCOCC2)CC1)N1CCN(c2ccccc2)CC1 was read as PostGolgi ctrl -2, sEH inhibitor -27, LYP act 2, S1P2 antag 5, HUVEC inhibit 105, S1P2 ag -2, sEH activator 25, H69AR inhibit 99 and Lung fibro prol 99.
`O=C(COC(=O)c1ccc2c(c1)OCO2)NCc1ccc2c(c1)OCO2` gave PostGolgi ctrl 5, sEH inhibitor -5, LYP act -13, S1P2 antag -13, S1P2 ag -3 and sEH activator 3.
Screening COC(=O)c1cc(N2C(=O)C3C(C2=O)C2(C)C=CC3(C)O2)ccc1Cl (configuration not stated) returned PostGolgi ctrl 0, LYP act 4, S1P2 antag 1, HUVEC inhibit 61, S1P2 ag -3, H69AR inhibit 0.7* and Lung fibro prol 58.
For N#CC1=C(N)N(c2ccccc2)C(c2ccccc2)C1(C#N)C#N (configuration not stated) the results were PostGolgi ctrl 20, sEH inhibitor 2, LYP act 8, S1P2 antag -17, HUVEC inhibit 94, S1P2 ag 0, sEH activator 1, H69AR inhibit 71 and Lung fibro prol 82.
`CSc1nc(N)nc(SCC(=O)c2ccc(C)cc2)c1C#N` gave PostGolgi ctrl 5, sEH inhibitor 13, LYP act 12, S1P2 antag 8, HUVEC inhibit 73, S1P2 ag -2, sEH activator -13, H69AR inhibit 57 and Lung fibro prol 73.
C/C(=N\NC(=O)C1COc2ccccc2O1)c1cccs1 (configuration not stated) was read as PostGolgi ctrl 3, sEH inhibitor -10, LYP act 9, S1P2 antag 3, HUVEC inhibit 103, S1P2 ag -2, sEH activator 13, H69AR inhibit 88 and Lung fibro prol 102.
For CC(Oc1cccc2c1OC(C)(C)C2)C(=O)O (configuration not stated) the results were sEH inhibitor -6, LYP act -4, S1P2 antag 1, HUVEC inhibit 94, S1P2 ag -8, sEH activator 6, H69AR inhibit 104 and Lung fibro prol 96.

These rows are one share of the data. The share of hits here may be higher or lower than overall.
